ANO1 activ – activators or potentiators of mouse TMEM16A chloride channel | Q8BHY3 | HEK293 TMEM16A/YFP-H148Q/I152L, iodide quench fluorescence; stronger effect = lower value | B-score at 10 µM | 340,000 tested, 0.3% active;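 active means fluorescence-ratio B-score plate-corrected deviation score at least 3 library SD below zero, with starting fluorescence score within 5 deviations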;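 further: channel opened by trigger with iodide after compound preincubation; score built on the fluorescence ratio of max minus min over baseline; more negative score means more quench and so TMEM16A activation or potentiation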
KCNK3 block – human KCNK3 channel inhibition, primary screen; AID 602410; B-score at 10 µM; CHO-KCNK3 thallium flux, FluxOR fluorescence; stronger effect = lower value; 340,000 tested, 0.84% active;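 active means B-score under library mean minus 4 SD, starting fluorescence ratio at most library mean plus 5 SD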;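 further: more negative B-score means stronger inhibition of thallium flux through KCNK3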
Target sequence (O14649 whole entry, looked up): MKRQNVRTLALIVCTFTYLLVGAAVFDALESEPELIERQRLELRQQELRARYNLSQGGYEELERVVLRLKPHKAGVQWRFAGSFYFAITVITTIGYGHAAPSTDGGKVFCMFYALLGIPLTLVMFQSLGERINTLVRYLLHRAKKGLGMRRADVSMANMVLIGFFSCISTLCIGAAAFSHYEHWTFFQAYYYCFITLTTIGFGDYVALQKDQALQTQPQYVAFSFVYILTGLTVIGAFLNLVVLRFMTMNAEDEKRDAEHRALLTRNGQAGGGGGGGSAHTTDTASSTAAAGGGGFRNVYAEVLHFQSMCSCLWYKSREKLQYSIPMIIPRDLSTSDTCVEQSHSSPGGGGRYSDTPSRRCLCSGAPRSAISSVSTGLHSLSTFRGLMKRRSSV
Starred values were filed as active, the others as inactive; i = inactive. This is a subset; count on the stated rates, not on these rows.

ANO1 activ | KCNK3 block | compound
i | i | CCCN(CC(=O)Nc1ccccc1C)C(=O)C1CC(=O)N(c2ccccc2OCC)C1 (stereo not given)
i | i | N#Cc1ccccc1OCC(=O)Nc1ccc(N2CCOCC2)cc1N1CCOCC1
i | i | COc1ccc2c(c1)/C(=C\c1cccc(/C=C3/C(=O)Nc4ccc(OC)cc43)n1)C(=O)N2
i | i | FC(F)(F)c1ccccc1NC(=S)Nc1cccc2cnccc12
i | i | NC(=O)c1cnccc1C=Cc1ccccc1
i | i | Cn1ncc2c(NCCc3ccccc3)nc(Cl)nc21
i | i | CC(=O)Nc1ccc(OCc2ccccc2)cc1[N+](=O)[O-]
i | i | CC(C)n1nc(C(=O)OCC(=O)NCCc2ccc(S(N)(=O)=O)cc2)c2ccccc2c1=O
i | i | CC(=O)OCC(=O)C1(O)CCC2C3CC(F)C4=CC(=O)CCC4(C)C3C(=O)CC21C (stereo not given)
i | i | O=C(NC1CCCc2ccccc21)c1cccc(F)c1 (stereo not given)
i | i | c1ccc(NN=C2c3ccccc3-c3ccccc32)cc1
i | i | COCCn1c(SCC(=O)NC2CCCC2)nc2ccccc2c1=O
i | i | CNc1ncnc(NC)c1[N+](=O)[O-]
i | i | CC(C)[Si]1(C(C)C)OCC2OC(n3cnc4c(N)ncnc43)C(N)C2O[Si](C(C)C)(C(C)C)O1 (stereo not given)
i | i | CCOC(=O)c1ccc(NC(=O)C2(N3C(=O)c4ccccc4C3=O)CCCC2)cc1
i | i | CCOc1ccc(CN(C)C(=O)CN2C(=O)NC(c3ccccc3)(c3ccccc3)C2=O)cc1
i | i | CCC1([N+](=O)[O-])COC(c2ccc(C)cc2)OC1 (stereo not given)
i | i | Cc1onc(-c2ccccc2)c1C(=O)OCC(=O)Nc1ccccc1
i | -11* | O=C1C=CC(=O)c2c(O)c(N3CCN(CCOCCO)CC3)c(Br)c(O)c21
i | i | Cc1ccc2oc(=O)ccc2c1
i | i | CSc1ccc(/C=C/C(=O)OCC(=O)NCC2CCCO2)cc1 (stereo not given)
i | i | Cc1noc(C)c1COc1ccccc1C(=O)NC(C)CCc1ccccc1 (stereo not given)
-41* | i | CN1CCN(C2=CC3=CC(=C(C#N)C#N)CCC3CC2)CC1 (stereo not given)
i | i | CC1C(C)N(C(=O)CCCl)c2ccccc2N1C(=O)CCCl (stereo not given)
i | i | COc1ccc([N+](=O)[O-])c(O)c1C(C)=O
i | i | CSc1nc(N)c2cn[nH]c2n1
i | i | Nc1cc(N)c2c(c1)C(=O)c1ccccc1-2
i | i | Cc1cccc(S(=O)C(c2ccccc2)c2ccccc2)c1 (stereo not given)
i | i | CN(C)c1ccc(C=NNC(=O)c2cccnc2)cc1
i | i | O=C(CN1CCN(S(=O)(=O)c2cccc(Cl)c2)CC1)NCC1(N2CCOCC2)CCCCC1

Next section
ANO1 activ | KCNK3 block | compound
i | i | Cn1c(=O)c2c(nc(C3CC4C5CCC(C5)C4C3)n2C)n(C)c1=O (stereo not given)
i | i | CC(=NNc1nc2ccccc2s1)c1ccncn1
i | i | O=C(CCN=C1NS(=O)(=O)c2ccccc21)OCc1c(F)c(F)c(F)c(F)c1F
i | i | Cc1csc(N2C(=O)C3C4CCC(O4)C3C2=O)n1 (stereo not given)
i | i | NS(=O)(=O)c1ccc(NC(=O)COC(=O)c2ccc(S(=O)(=O)N3CCOCC3)cc2)cc1
i | i | O=S(OCCN1CCCC1)C(c1ccccc1)c1ccccc1 (stereo not given)
i | -8.9* | O=C(c1cccc(S(=O)(=O)N2CCc3ccccc32)c1)N1CCN(c2ccccc2)CC1
i | i | O=C(NCCc1ccccc1)c1c[nH]c2ccc(F)cc2c1=O
i | i | NNc1cccc(C=Cc2ccccc2)cc1=O
i | i | O=C(COc1ccc(Cl)cc1)N1N=C(c2cccs2)CC1c1ccco1 (stereo not given)
i | i | Cc1cc(NC(=O)NC(=O)c2ccccc2NC(=O)CN)ccc1Oc1ncc(Br)cn1
i | i | Cn1cnnc1SCC(=O)NC(=O)NCc1ccccc1
i | i | CC1(c2ccc3c(c2)OCO3)NC(=O)N(CC(=O)Nc2ccccc2[N+](=O)[O-])C1=O (stereo not given)
i | i | Cc1ccc(C)c(S(=O)(=O)N(C)c2ccc(OC(=O)C3CCN(C(=O)c4ccc(F)cc4)CC3)cc2)c1
i | i | Cc1ccc(CNC(=O)CN2c3cccc4cccc(c34)S2(=O)=O)cc1
i | i | O=C(OCc1ccccc1C(F)(F)F)c1ccc(Br)c(S(=O)(=O)N2CCOCC2)c1
i | i | CC(C)C(C)NC(=O)CSc1ccc(S(=O)(=O)N2CCOCC2)cn1 (stereo not given)
i | i | Cc1c(NC(=O)c2cccc(NC(=O)COc3ccccc3)c2)c(=O)n(-c2ccccc2)n1C
i | i | N#CC1C(=O)NC(=O)C(C#N)C12CCCC(C(F)(F)F)C2 (stereo not given)
i | i | COc1cccc(CNC(=O)COC(=O)c2ccc(C(=O)c3ccccc3)cc2)c1
i | i | CC(=O)C1CCC2C3CCC4CC(OC(=O)CCC(=O)O)CCC4(C)C3C(=O)CC12C (stereo not given)
-29* | i | Cc1cccc(OCC(=O)N(Cc2nnc(-c3ccccc3Cl)o2)C2CC2)c1
i | i | O=C1C2CCCCN2C(=O)N1CCCN1CCN(c2cccc(C(F)(F)F)c2)CC1 (stereo not given)
i | i | N#Cc1ccc(COC(=O)CN2C(=O)NC3(CCCC3)C2=O)cc1
i | i | CCN(CC)CCSc1nc2c([nH]1)c(=S)n(C)c(=O)n2C
i | i | O=C(NCC(=O)N1CCCC(C(F)(F)F)C1)c1cccs1 (stereo not given)
i | i | Nc1c(/C=C2/C=CC(=O)C(O)=C2)c(=O)nc2sc(CC(=O)N3CCOCC3)nn12
i | i | COc1ccccc1C(=O)OCC(=O)NC12CC3CC(CC(C3)C1)C2
i | i | OC(c1cc(-c2cccc(Cl)c2)nc2ccccc12)C1CCCCN1 (stereo not given)
i | i | Cc1cn(C2CCCCO2)c(=O)nc1NO (stereo not given)

The listing continues.
ANO1 activ | KCNK3 block | compound
i | i | COc1ccc2ccc(O)c(CN3CCN(S(=O)(=O)c4cccc(C(F)(F)F)c4)CC3)c2c1
i | i | O=C(NCC(c1cccs1)N1CCOCC1)c1cc(S(=O)(=O)N2CCOCC2)ccc1Cl (stereo not given)
i | i | Cc1ccc(S(=O)(=O)N2CCN(C(=O)COC(=O)COc3ccc(Cl)cc3)CC2)c(C)c1
i | i | CS(=O)(=O)c1ccc(C(=O)N2CCN(S(=O)(=O)c3ccc(C4CCCCC4)cc3)CC2)cc1
i | i | Cc1cc(C)n2c(=O)[nH]nc2c1
i | i | COc1ccc(C=C2SC(=O)NC2=O)cc1OC
i | -9.5* | Cc1cccc(-c2nnc(-c3cccc4ccccc34)o2)c1
i | i | O=c1[nH]c(-c2ccccc2)nc(CN2CCCCC2)c1O
i | i | Cc1ccc(S(=O)C(c2ccccc2)c2ccccc2)cc1 (stereo not given)
i | i | CSCCC1NC(=O)C(C(C)=NNC(N)=O)=C1O (stereo not given)
i | i | COc1cc(C(=O)OCC(=O)N2CCN(S(=O)(=O)c3ccc(C)cc3C)CC2)c([N+](=O)[O-])cc1OC
i | i | COc1cccc2c1C1(O)C2CCCCCCCCCC12OCCCO2 (stereo not given)
i | i | COc1ccc(Oc2c(OC)cc([N+](=O)[O-])c3ncccc23)cc1
i | i | Nc1nc(=O)n(C2CCCCO2)cc1Br (stereo not given)
-42* | i | CCOc1ccccc1C(=O)OCC(=O)Nc1cc(S(=O)(=O)N2CCOCC2)ccc1C
-26* | i | O=C(COC(=O)c1cc(S(=O)(=O)N2CCCC2)ccc1O)Nc1ccc(SC(F)F)cc1
i | i | COC(=O)C(CC(=O)c1ccc(Cl)cc1)c1ccccc1 (stereo not given)
i | i | CCC1(CC)C(=O)N(c2ccccc2)C(=N)N(c2ccccc2)C1=O
i | i | S=C(c1ccccc1)N1CCN(c2ccccc2)CC1
i | i | N#Cc1c(Nc2ccccc2)[n+]([O-])c2ccc(Cl)cc2[n+]1[O-]
i | i | CC(C)C(=O)Nc1cccc(N2CCN(CCCN3C(=O)C4CCCCN4C3=O)CC2)c1 (stereo not given)
i | i | COc1ccc(NS(=O)(=O)c2cc(NC(=O)CCc3ccc(OC)c(OC)c3)ccc2N2CCOCC2)cc1
i | i | Cc1ccc(S(=O)(=O)N2CCN(C(=O)COC(=O)CNC(=O)c3ccccc3F)CC2)c(C)c1
i | i | CCOC(=O)C(=COC(=O)c1ccccc1)NC(=O)Cc1ccccc1
i | i | Cc1c(NS(=O)(=O)c2cccc(C(=O)NCc3ccccc3Cl)c2)c(=O)n(-c2ccccc2)n1C
i | i | Cc1ccc(NC(=O)c2oc3ccc(Br)cc3c2C)cc1S(=O)(=O)N1CCOCC1
i | i | O=C(c1ccco1)N1CCN(C(=O)c2ccco2)C1=S
i | i | CCCCN(C(=O)c1cccc(S(=O)(=O)N(C)c2ccc(C)cc2)c1)c1c(N)n(CC(C)C)c(=O)[nH]c1=O
i | i | CN1CCN(S(=O)(=O)c2ccc(C(=O)NC3CCCCC3)cc2)CC1
i | i | O=C1NC(=S)S/C1=C\c1cc(Cl)ccc1Cl

More entries
ANO1 activ | KCNK3 block | compound
i | i | CC(=O)C1C(C)CC2C3CCC4CC(=O)CCC4(C)C3CCC21C (stereo not given)
i | i | CC1CCC(NC(=O)c2cc3c(s2)CS(=O)(=O)C3)CC1 (stereo not given)
i | i | Cc1ccc(S(=O)(=O)NCCC(=O)N2CCN(c3ccccc3)CC2)cc1C
i | i | O=c1[nH]cncc1OCc1ccccc1
i | i | COc1ccc(C2OCC(C)([N+](=O)[O-])CO2)cc1 (stereo not given)
i | i | COc1cccc2c3cccc(OC)c3c3[nH]cnc3c12
i | i | CC(C)(O)CN(CCCNC(=S)Nc1ccccc1)C(=S)Nc1ccccc1
i | i | CCOC(=O)N1C(=O)NC(=O)C1c1ccc(Cl)cc1 (stereo not given)
i | i | CCc1ccccc1OCC(=O)Nc1cccc(S(=O)(=O)NC2=NCCC2)c1
i | i | COc1ccc2ccc(OCC(=O)NCC3CCCO3)cc2c1 (stereo not given)
i | i | O=C(CCN1CCC2CCC(C2)C1)c1ccccc1 (stereo not given)
i | i | O=c1[nH]c(=S)[nH]c(O)c1/C=C1\C=Nc2ccccc21
i | i | O=C(O)C(C1CCCCC1)C1(O)CCCC1 (stereo not given)
i | i | Cc1cc(C)c(-c2c(N)cc(Br)cc2Br)c(N)c1
i | i | Cc1cc(Cl)ccc1OCC(=O)OCC(=O)NC1CCS(=O)(=O)C1 (stereo not given)
i | i | N#C/C(=C\c1cccc([N+](=O)[O-])c1)C(=O)NCc1ccc(Cl)cc1
i | i | O=[N+]([O-])c1cc(S(=O)(=O)Oc2ccccc2)ccc1Cl
i | i | CN(C)c1ccc(C=NNc2ccccn2)c(Cl)c1
i | i | O=C1OC(c2ccccc2)C(O)=C1c1ccccc1 (stereo not given)
i | i | COc1ccc2nc(N3C(=O)C(O)=C(C(=O)c4ccco4)C3c3ccc(C)o3)sc2c1 (stereo not given)
i | i | c1ccc2scnc2c1
i | i | N#CC12C(=O)NC(=O)C1(C#N)C21CCCC1 (stereo not given)
i | i | O=C1NC(=O)C2(CCC(C3CCCCC3)CC2)N1 (stereo not given)
i | i | COc1cc(C)c2c(c1OC)C(=O)CC2

Screening data from PubChem.
